PHOSPHO1 inh: blocks human PHOSPHO1 phosphatase activity | 1.1% of 290,000 active | recombinant PHOSPHO1, absorbance phosphatase assay | Q8TCT1 | inhibition, % at 13.3 µM; in the data active = inhibition above about 60%
Target sequence (Q8TCT1 whole entry, looked up): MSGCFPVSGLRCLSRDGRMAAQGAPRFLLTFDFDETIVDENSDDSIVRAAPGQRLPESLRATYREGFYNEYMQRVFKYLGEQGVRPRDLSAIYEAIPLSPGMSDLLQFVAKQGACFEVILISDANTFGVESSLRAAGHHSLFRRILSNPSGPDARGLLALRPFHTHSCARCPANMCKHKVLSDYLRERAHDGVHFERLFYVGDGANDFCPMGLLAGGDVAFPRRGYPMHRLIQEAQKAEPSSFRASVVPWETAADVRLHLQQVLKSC
p-CIP stab down: lowers stability of the mouse p/CIP coactivator protein | 0.01% of 290,000 active | AID 1984 | decrease of EGFP signal, % at 10 µM | F442A p/CIP-EGFP cells, EGFP fluorescence, 16 h;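 active = EGFP signal decrease of at least 30% at 10 µM or well 3 SD below plate mean, unless failing retest; inactive = the rest, including hits failing retest or dose response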; also: some compounds called inactive have numbers as strong as hits; many of its hits are not listed in these tables
SUMO HTRF inh: SUMOylation inhibition | P63279 | HTRF SUMOylation assay, SAE1/SAE2 + UBC9, in vitro | inhibition, % at 35 µM | 0.36% of 290,000 active | AID 2006; in the data active = inhibition above about 50%, passing the limit was not always enough; also: strong numbers were not always called active
Target sequence (P63279 whole entry, looked up): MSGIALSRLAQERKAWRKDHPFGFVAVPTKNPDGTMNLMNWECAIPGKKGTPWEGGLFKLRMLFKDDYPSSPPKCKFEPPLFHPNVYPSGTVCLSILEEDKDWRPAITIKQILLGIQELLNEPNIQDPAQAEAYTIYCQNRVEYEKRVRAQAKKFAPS
NS3 helicase inh: HCV NS3 helicase inhibition. inhibition, % at 10.9 µM. NS3 helicase DNA unwinding, Cy5 molecular beacon fluorescence. 0.56% of 290,000 active;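 active = inhibition above the mean of all tested compounds plus 3 SD, set per campaign, cut at about 35% in these data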;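 also: 0% = DMSO wells and 100% = thioflavine S control wells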
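System: Hepatitis C virus NS3 helicase domain fragment enzyme | Reagent: Annealed dual-labelled DNA beacon duplex, ATP-started | Compound dosing: 10.9 µM single point, 0.8% DMSO | Incubation: 1 h reaction at 25 °C, ATP-initiated | Technique: Cy5 fluorescence | Evaluation: Percent inhibition from t60/t0 fluorescence ratio | Benchmarks: Low DMSO, high thioflavine S at 110 µM | Replication: Singlicate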
DNA FID counter: fluorescent intercalator displacement, NS3 helicase counter-screen; inhibition, % at 7.9 µM; 0.17% of 290,000 active; DNA fluorescent intercalator displacement, fluorescence; in the data active = inhibition above about 37%;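 also: 0% = vehicle and 100% = reference compound; higher means more ethidium bromide displaced from hairpin DNA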
VIM-2 inh: blocks Pseudomonas aeruginosa VIM-2 metallo-beta-lactamase. purified VIM-2, nitrocefin hydrolysis, epi-absorbance fluorescence. inhibition, % at 5.6 µM. 0.89% of 290,000 active;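 active = inhibition above the mean of all tested compounds plus 3 SD, cutoff set per screening run, cut at about 7.5% in these data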;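 also: red hydrolysis product quenches plate fluorescence so inhibitors raise well fluorescence; 0% = enzyme with DMSO and 100% = DMSO without enzyme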
IMP-1 inh: blocks Pseudomonas aeruginosa IMP-1 metallo-beta-lactamase; purified IMP-1, nitrocefin hydrolysis, epi-absorbance fluorescence; inhibition, % at 5.6 µM; 0.45% of 290,000 active; AID 1556;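 active = inhibition above the mean plus 3 SD of all compounds in the same screening run, cut at about 4.5% in these data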;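 also: 0% = IMP-1 with DMSO and 100% = DMSO wells lacking enzyme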
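System: Purified recombinant IMP-1 metallo-beta-lactamase enzyme | Measured by: Fluorescence quenching readout, ex 480/em 530 nm | Replication: Singlicate | Incubation: 15 min preincubation plus 25 min reaction at 25 °C | Evaluation: Percent inhibition from optical density relative to buffer-blank wells | Benchmarks: DMSO with and without IMP-1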
MEKK3 PB1 HTS: MEKK3-MEK5 PB1 interaction, increase or decrease; bead-based flow cytometry, Alexa488-MEK5 binding to MEKK3; actives lie on both sides; 0 = blocked by unlabeled MEK5, 100 = vehicle; 1.4% of 290,000 active; Q99759; binding response (% of control), % at 10 µM;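 active = binding response more than 3 SD above or below the average of its plate-row segment, actives on both sides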;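 also: Alexa488 bead fluorescence after subtracting the streptavidin-only scavenger bead signal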
Target sequence (Q99759 whole entry, looked up): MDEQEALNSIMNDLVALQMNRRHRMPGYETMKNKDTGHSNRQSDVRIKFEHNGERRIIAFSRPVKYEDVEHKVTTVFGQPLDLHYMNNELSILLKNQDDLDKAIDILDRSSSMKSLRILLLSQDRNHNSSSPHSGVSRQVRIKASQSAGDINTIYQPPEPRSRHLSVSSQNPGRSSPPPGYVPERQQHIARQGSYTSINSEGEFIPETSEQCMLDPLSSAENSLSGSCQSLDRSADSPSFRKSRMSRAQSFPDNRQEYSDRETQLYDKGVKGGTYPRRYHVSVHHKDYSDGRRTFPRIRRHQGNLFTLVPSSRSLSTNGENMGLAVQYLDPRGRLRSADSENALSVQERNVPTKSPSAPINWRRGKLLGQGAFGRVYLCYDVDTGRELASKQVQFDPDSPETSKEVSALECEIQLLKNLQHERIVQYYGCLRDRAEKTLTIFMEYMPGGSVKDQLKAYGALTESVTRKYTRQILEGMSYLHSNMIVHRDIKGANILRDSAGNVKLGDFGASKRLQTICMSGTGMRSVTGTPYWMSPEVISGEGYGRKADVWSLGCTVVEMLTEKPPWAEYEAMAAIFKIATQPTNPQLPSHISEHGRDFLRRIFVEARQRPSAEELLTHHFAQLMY
IDE act: activators of human insulin-degrading enzyme in cells; P14735; HEK cells, FAbeta-B cleavage, fluorescence polarization; 0% vehicle, 100% cell-free pure enzyme wells; activation, % at 5.96 µM; 0.073% of 340,000 active;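 active = activation above the mean of all tested compounds plus 3 SD, set per screening campaign, cut at about 17% in these data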
An asterisk follows results filed as active; · = no result given; & = joins results of further samples. This is a subset; count on the stated rates, not on these rows.

SMILES	PHOSPHO1 inh	p-CIP stab down	SUMO HTRF inh	NS3 helicase inh	DNA FID counter	VIM-2 inh	IMP-1 inh	MEKK3 PB1 HTS	IDE act
COc1ccc(OCc2cc(C(=O)N3CCOCC3)no2)c(Cl)c1	24.2	-1.1	6.6	-14.1	-0.1	2.1	0.3	100.0	3.6
Cc1ncc(CN2CCC(C(=O)Nc3ccc(-n4cccn4)cc3)CC2)s1	33.5	-7.7	3.0	1.8	1.1	-1.7	-2.1	108.0	0.8
Cc1c(N=Cc2nc3ccccc3[nH]2)c(=O)n(-c2ccccc2)n1C	12.4	5.2	7.5	-1.5	-9.3	0.5	-3.5	101.0	6.5
O=C(CCN1C(=O)C2C3C=CC(C3)C2C1=O)NC1CCCCC1 (stereo unspecified)	11.9	-15.4	20.3	5.0	-2.8	-0.9	-2.0	100.0	6.9
C=CCn1c(C)csc1=Nc1ccc(C(C)=O)cc1	15.3	-11.6	16.7	9.3	-9.7	-1.3	-0.3	103.0	1.7
N#Cc1cc2c(nc1SCC(O)CS(=O)(=O)Cc1ccc(Cl)cc1)CCCC2 (stereo unspecified)	4.6	9.4	-15.7	-3.6	-14.3	0.2	-5.0	99.0	-4.3
CC(C)NC(=O)c1onc(CSc2ccc(C(C)C)cc2)c1C(=O)O	-1.4	-8.4	8.1	21.3	-28.3	-2.4	-1.0	108.0	0.6
Cc1nc(CN2CCN(C(=O)CCc3nnc(Cc4c[nH]c5ccccc45)o3)CC2)cs1	32.5	-6.9	2.3	12.7	-18.1	-2.2	-4.5	98.0	-3.0
COc1ccc(Br)cc1S(=O)(=O)N1CCCc2ccccc21	·	4.1	2.7	-5.3	-9.5	-3.0	-6.9	103.0	-0.2
COc1ccccc1-n1nc(C(=O)O)c2ccccc2c1=O	10.4	-0.5	-8.4	1.4	0.1	2.4	-0.2	93.0	0.7
CCOC(=O)CNc1c(N2CCN(c3ccccn3)CC2)c(=O)c1=O	2.1	-9.9	11.1	-0.6	-5.9	-3.1	-6.2	110.0	1.1
CCOc1cc(NC(=S)NCCOC)c(OCC)cc1NC(=O)c1cccs1	19.9	-7.8	10.5	0.6	-11.9	-4.9	-2.0	100.0	·
Cc1csc(NC(=O)C2CCCCC2)n1	20.1	-1.2	14.6	5.3	-0.3	-1.4	-2.3	107.0	-0.1
O=C(O)Cc1ccc2oc(-c3cccnc3)nc2c1	18.0	-3.2	10.7	3.7	-3.1	-0.5	-2.1	107.0	0.5
CCCc1cc(=O)[nH]c(SCCN2C(=O)c3ccccc3C2=O)n1	37.3	-10.5	0.1	7.8	-9.6	-0.8	-4.6	104.0	0.0
Cc1sc2nc(SCC(=O)O)[nH]c(=O)c2c1C	42.6	-9.6	14.0	3.7	2.2	2.1	0.0	81.0	-1.6
C=CCOc1cccc(C(=O)Nc2ncn[nH]2)c1	29.0	-16.2	3.8	0.2	-1.7	-3.9	-3.1	104.0	2.0
CCCC[C@@H]1CNC(=O)C(=O)N1CCc1cc(C(F)(F)F)cc(C(F)(F)F)c1	44.1	-4.2	16.2	·	·	·	·	89.0	-1.1
Cc1nc2c(C#N)c[nH]n2c(=O)c1Cc1ccccc1	50.3	-0.3	19.5	2.0	2.2	0.2	-2.0	95.0	4.7
CN(C)c1ccnc(-n2cccc2/C=N/O)c1C#N	32.5	-5.0	14.1	4.3	-2.6	-0.1	-1.4	102.0	·
CC(=O)/C=N/Nc1ccccc1	28.3	-6.8	9.9	2.2	-0.2	-1.8	-0.9	107.0	-1.2
O=C(c1ccccc1)N1CCN(C(=O)c2ccncc2)CC1	·	·	·	-3.2	-0.5	-1.9	-5.9	101.0	1.8
O=C(CN1CCN(c2ncc(C(F)(F)F)cc2Cl)CC1)N1CCN(c2ncc(C(F)(F)F)cc2Cl)CC1	6.8	-9.2	2.8	3.8	-12.9	-4.2	0.1	103.0	-1.0
O=C(CNC(=O)c1ccco1)N/N=C/c1ccc(O)c([N+](=O)[O-])c1	-1.8	-11.8	10.4	9.5	2.7	-2.9	-3.5	97.0	-0.2
CCCN1CCC(NC(=O)Nc2ccc([N+](=O)[O-])cc2)CC1	-21.7	7.8	-14.5	12.2	11.8	-2.2	-1.0	98.0	3.1
O=C(Nc1ccc(Cl)cc1F)C1CC1	-4.9	-1.3	9.5	1.1	2.1	-3.3	-5.5	76.0	1.6
c1ccc(COc2ccccc2CNCc2cccnc2)cc1	11.8	-10.9	-1.6	3.0	3.5	-6.1	0.7	80.0	3.6
CCOc1ccc(NC(=O)Cn2cc(C(=O)C3CC3)c3ccccc32)cc1	35.0	-5.3	0.2	-4.1	-5.1	-2.8	-4.8	98.0	2.3
CCN(CC)c1ccc(C(=S)NC2CCCCC2)cc1	55.7	-18.3	-4.2	-4.4	-11.0	-2.8	-0.9	104.0	7.7
Cc1oc2c(c1C(=O)NC(Cc1c[nH]c3ccccc13)C(=O)O)CCCC2 (stereo unspecified)	-4.9	4.8	17.3	13.9	-23.9	-1.3	-2.6	95.0	4.5
COc1cc(NC(=O)CCS(=O)(=O)c2ccc3c(c2)oc(=O)n3C)cc(OC)c1OC	22.6	-8.3	17.5	-13.8	-7.2	-1.1	-1.8	97.0	8.6
CC(C)(C)OC(=O)CNC(=O)c1[nH]cnc1C(=O)N[C@@H](CCCCNC(=O)OC(C)(C)C)C(=O)OC(C)(C)C	22.1	-4.5	10.3	·	·	·	·	94.0	0.7
COc1cc(NC(=O)C2CCCN(S(=O)(=O)c3ccc4[nH]c(=O)ccc4c3)C2)cc(OC)c1 (stereo unspecified)	-3.2	7.6	8.2	-4.2	-39.5	-5.4	-1.0	96.0	5.3
CC(=O)c1ccc(Oc2cc(C)nc(NCc3ccccc3)n2)cc1	8.9	-2.2	-18.6	-14.2	-11.8	-0.3	0.9	100.0	5.1
CN(Cc1ncc[nH]1)C(=O)c1cc(COc2c(F)cccc2F)on1	23.9	3.4	11.5	3.4	-2.6	-1.2	-4.4	105.0	-0.7
CC(=O)Nc1nc(C)c(-c2csc(Nc3ccccn3)n2)s1	23.7&-2.8	1.4&8.1	12.6&4.0	-4.4&-6.2	-4.9&-2.6	0.8&2.7	-3.4&-1.3	87.0&102.0	-0.4&-3.4
O=c1c2cc(Cl)ccc2nc(-c2ccccc2Cl)n1O	20.3	-12.5	6.9	-2.8	-0.2	-5.8	-3.2	96.0	4.3
CC1(C(=O)N2CC3(CC(c4cccc(NC(=O)COc5ccc(Cl)cc5)c4)=NO3)C[C@@H]2C(N)=O)CC1 (stereo partly specified)	17.7	-15.0	4.8	·	·	·	·	91.0	-0.5
O=c1oc2ccccc2c(NCc2ccc(Cl)cc2)c1[N+](=O)[O-]	56.2	-0.3	11.0	1.5	-0.4	-0.3	-2.9	102.0	-1.7
CCc1cc(=O)[nH]c(SCc2cccc3ccccc23)n1	34.1	-0.6	9.7	2.2	-25.1	-0.4	-2.0	99.0	2.0

Part of the list above, limited to SUMO HTRF inh and PHOSPHO1 inh:
structure,SUMO HTRF inh,PHOSPHO1 inh
CCOC(=O)CNc1c(N2CCN(c3ccccn3)CC2)c(=O)c1=O,11.1,2.1
CN(Cc1ncc[nH]1)C(=O)c1cc(COc2c(F)cccc2F)on1,11.5,23.9
N#Cc1cc2c(nc1SCC(O)CS(=O)(=O)Cc1ccc(Cl)cc1)CCCC2 (stereo unspecified),-15.7,4.6

Other records follow:
SMILES	PHOSPHO1 inh	p-CIP stab down	SUMO HTRF inh	NS3 helicase inh	DNA FID counter	VIM-2 inh	IMP-1 inh	MEKK3 PB1 HTS	IDE act
Nc1cc([N+](=O)[O-])cc2oc(-c3ccccc3)cc12	·	-5.8	9.6	-10.9	17.0	3.6	1.9	103.0	1.6
N=c1c2ccccc2nnn1-c1ccc(C(F)(F)F)cc1	11.2	6.1	8.2	1.6	0.3	-3.6	-1.8	95.0	1.8
CC(=O)Nc1ccc(C(=O)Nc2ccc3c(c2)OCO3)cc1	16.3	-16.3	2.0	-6.4	-1.5	-0.8	-1.9	95.0	-3.3
N/C(Cc1cccs1)=N\OC(=O)COc1ccc(Cl)cc1Cl	18.6	-3.9	7.4	-1.2	-3.1	-0.9	-2.7	102.0	-2.0
COc1cc2sc(NC(=O)c3ccco3)nc2cc1Cl	24.1	-22.4	19.2	-17.6	-4.6	-1.9	-3.5	109.0	2.2
Clc1ccc(/C=N/N2CCCCC2)cc1	65.4*	-14.8	8.5	5.5	-2.4	-1.8	-3.1	102.0	1.8
CC(C)OC(=O)C[N+](C)(C)CCN1C(=O)C2C(c3ccccc3)C=CC(c3ccccc3)C2C1=O (stereo unspecified)	24.4	8.6	15.4	-40.9	31.9	1.5	12.8*	87.0	3.7
CC(C(=O)NC(C)(C)C)N(C(=O)CS(=O)CC(=O)Nc1ccc(F)cc1)c1ccccc1F (stereo unspecified)	-14.8	7.1	-4.3	6.8	-26.1	-2.0	-2.3	100.0	5.6
CCOc1ccc(N(CC(=O)NCCOc2ccccc2OC)S(=O)(=O)c2ccccc2)cc1	42.7	-14.6	-9.9	14.7	-54.8	-1.0	-3.0	98.0	-1.9
COc1ccc2nc(N3CCC(C)CC3)c(C#N)cc2c1	-6.1	4.5	16.8	7.9	-0.5	-3.3	-2.0	94.0	-2.1
Oc1ccc(-c2[nH]ncc2-c2cccc3cccnc23)c(O)c1	-48.0	6.8	-0.3	2.6	-10.4	-4.1	0.1	111.0	4.1
CCCCCCCC(=O)NNC(=O)CC(=O)Nc1ccccc1C(=O)O	6.0	-1.7	11.2	6.8	-13.6	-1.2	0.4	119.0	2.4
O=C(Nc1ccccc1)C1C(c2ccccc2)C1(Cl)Cl (stereo unspecified)	·	-50.7	-6.0	-6.3	-3.2	-1.1	-2.5	103.0	4.2
CC(C)(Oc1ccc(Cl)cc1)C(=O)NNC(=O)c1ccc(Br)o1	17.0	6.1	-9.5	2.9	-6.9	-3.6	-2.2	103.0	-1.0
O=C(Nc1ccc2ccccc2n1)c1ccccc1Br	4.1	-1.1	12.2	6.6	-12.9	-1.1	-3.0	103.0	-1.4
COc1cccc(CN(C)C(=O)c2ccc(COc3ccc(Cl)cc3)cc2)c1OC	-15.8	-8.1	-10.9	7.0	-46.4	-2.0	-3.8	102.0	-2.3
COC(=O)c1ccc(NC(=O)c2ccc[n+]([O-])c2)cc1	12.1	3.1	12.6	9.8	-5.5	-2.7	-4.0	105.0	4.4
CCOCCCNC(=O)CNC(=S)N(Cc1ccccc1F)C1CCCCC1	1.7	3.6	-15.1	-0.2	-24.6	-1.4	-0.9	106.0	3.6
COC(=O)c1ccc(/C=N/OCC(=O)Nc2cc(F)ccc2F)cc1	16.1	13.9	-19.3	5.4	-7.6	2.1	1.0	92.0	4.7
CCC(Cc1ccccc1)NC(=O)/C=C/c1ccco1 (stereo unspecified)	39.1	6.1	14.9	9.9	-7.0	-1.1	-3.0	104.0	5.8
C=CCNc1nc(-c2ccc([N+](=O)[O-])cc2)cs1	-15.4	-0.9	-10.6	-4.0	2.4	-2.1	-0.8	97.0	-2.0

Compound activity deposited in PubChem by several laboratories.
